Screens as filed in PubChem.
A549 viability = A549 cytotoxicity, counter-screen for Nrf2 inhibitors | A549 ARE-Fluc cells, CellTiter-Fluor viability, 18-24 h | 390,000 compounds, 0.16% hits | Potency, µM (doses to about 46 µM), for inactives: at the highest dose activity change, negative = cytotoxicity, usual class: inhibitors; further: potency means the concentration at half of the fitted maximal effect; on the % scale 0 is the no-effect control and ±100 the full control effect
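A549 ARE_Fluc cells in 5% FBS OPTI-MEM were exposed to compounds in concentration-response for 18-24 h at 37 deg C. Viability was read by CellTiter-Fluor fluorescence (Ex 405/Em 525) after 30 min, before the luciferase read.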
ATXN2 expr inh = inhibitors of ATXN2 expression | HEK-293 ATXN2-luciferase reporter, luminescence, 24 h | 360,000 compounds, 0.72% hits | Potency, µM (doses to about 57 µM), for inactives: at the top dose activity change, negative = inhibition, most hits filed as inhibitors | AID 1745845; further: potency means the concentration at half of the fitted maximal effect; on the % scale 0 is the no-effect control and ±100 the full control effect; nearly all actives have a fitted effect of over 55% in size
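ATXN2-luciferase reporter cells (luciferase flanked by upstream and downstream ATXN2 gene portions) were treated 24 h at 37 °C with compounds at up to 57 uM. SteadyGlo luminescence gave expression; GF-AFC fluorescence gave viability.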
IL1B secr inh = inflammasome signaling inhibition, IL-1 beta readout; THP-1 LPS/ATP IL-1B secretion, AlphaLISA, 16 h; hits give low values; activity change, % at 57.5 µM; 360,000 compounds, 4.7% hits; in the data active means activity change below about -50%; inconclusive means mostly about -30% to -49%; further: on the % scale 0 is the no-effect control and ±100 the full control effect
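THP-1 cells pretreated 1 hr with compounds (up to 57.5 uM final), then stimulated with LPS (250 ng/mL final) plus ATP (1.25 mM final); secreted IL-1B measured by AlphaLISA after 16 hr, decreased signal indicating inhibition.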
Nrf2 activator = activators of Nrf2 (ARE) signaling; 410,000 compounds, 0.31% hits; Potency, µM (top dose mostly 46.1 µM), for inactives: at the top dose activation, most hits filed as activators; AREc32 ARE-luciferase reporter (MCF7-derived line), luminescence, 24 h; further: potency means the concentration at half of the fitted maximal effect; % of control where 0% means no effect; nearly all actives have a fitted effect of over 65% in size
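ARE activation measured as luciferase luminescence (Steady-Glo, 30 min RT) in AREc32_Fluc cells after 24 hr compound exposure at 37 deg C, 5% CO2; cells seeded overnight at 1000/well in OPTI-MEM, 5% FBS.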
Nrf2 inh = blocks Nrf2 signaling | A549 ARE-Fluc reporter, luciferase luminescence, 18-24 h | Potency, µM (doses to about 46 µM), without a hit: top-dose activity change, negative = inhibition, hits mostly inhibitors | 360,000 compounds, 2.1% hits; further: potency means the concentration at half of the fitted maximal effect; on the % scale 0 is the no-effect control and ±100 the full control effect; nearly all actives have a fitted effect of over 60% in size
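Cells were seeded and rested 2 h, then exposed to compounds for 18-24 h. CellTiter-Fluor was read first as a viability measure. BugLite was added 15 min before the final luminescent read of ARE-luciferase activity in A549 cells.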
TGFb SMAD3 inh = inhibitors of TGF-b signaling | HepG2 CAGA-GFP TGF-b/SMAD3 reporter, GFP fluorescence, 18 h; TGF-beta stimulated, 500 pg/mL final | Potency, µM (doses to about 46.1 µM), for inactives: at the highest dose activity, negative = inhibition, actives largely listed as inhibitors | 410,000 compounds, 1.2% hits | AID 588855; further: potency means the concentration at half of the fitted maximal effect; on the % scale 0 is the no-effect control and ±100 the full control effect; nearly all actives have a fitted effect of over 65% in size
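First, reporter cells (HEPG2 CAGA-GFP) rested 2 h at 37 degrees C. Next, compounds were pinned in and TGF-beta added to 500 pg/mL final. After 18 h, GFP was imaged per cell and summed per well.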
MCF10A rereplic = induces DNA re-replication in MCF 10a normal breast cells. MCF 10A DNA re-replication, Hoechst nuclear intensity, 48 h. Potency, µM (titrated, usually from 46.1 µM), without a hit: at the highest dose activity, positive = re-replication, actives largely listed as activators. 350,000 compounds, 2.9% hits; further: potency means the concentration at half of the fitted maximal effect; % of control where 0% means no effect; nearly all actives have a fitted effect of over 50% in size
HepG2 tox = kills HepG2 cells in TGF-b inhibitor counter-screen | HepG2 CAGA-GFP viability, ATP luminescence, 18 h | Potency, µM (highest dose often 46.1 µM), for inactives: at the top dose activity change, negative = cytotoxicity, hits mostly cytotoxic | 410,000 compounds, 0.76% hits | AID 588856; further: potency means the concentration at half of the fitted maximal effect; some results filed as inactive show a strong effect at the top dose
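HepG2 CAGA-GFP cells (1000/well, DMEM with 1% FBS) received compound, then TGF-beta at 500 pg/mL final, and were incubated 18 hours at 37 degrees C. Viability was read by CellTiter-Glo luminescence. Media-only wells were set as complete cell-killing and DMSO as no toxicity.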
ATXN viability = viability counter-screen for ATXN expression inhibitors; S2 cells (HEK-293 line with an ATXN2-luciferase reporter) viability, CellTiter-Fluor protease fluorescence, 24 h; Potency, µM (top dose mostly 56.7 µM), hits mostly cytotoxic; 400,000 compounds, 0.49% hits; further: potency means the concentration at half of the fitted maximal effect; nearly all actives have a fitted effect of over 40% in size
* marks the source's active call; other numbers are inactive results; i = inactive; ? = inconclusive; · = not tested or not shown; [ ] = dose if it differs, or a comment. Unless noted, the call rests on the fitted dose curve; in most records, active means well fitted curve in the direction sought with a large enough effect; inconclusive means small, poorly fitted or top-dose-only effect, or another doubt; inactive means no such curve, though single readings can be large; an effect the other way counts as inactive or inconclusive.

SMILES	A549 viability	ATXN2 expr inh	IL1B secr inh	Nrf2 activator	Nrf2 inh	TGFb SMAD3 inh	MCF10A rereplic	HepG2 tox	ATXN viability
CCOC(=O)CNC(=O)CSc1cn(CC(=O)N2CCCCCC2)c2ccccc12	1%	·	·	0.5%	-8%	?	·	-15%	·
Cc1ccc(C2C3=C(CC(C)(C)CC3=O)Nc3n[nH]c(C)c32)cc1 (stereo unspecified)	7%	-11%	-4	-0.8%	?	18%	13%	2%	i
O=C(CCC(=O)OCc1ccc(Br)cc1)Nc1ccccc1	0%	-12%	2	-0.5%	-3%	-5%	0%	6%	i
COC(=O)c1c(NC(=O)C2SC(=NC3CCCCC3)C(C(N)=O)=C2N)sc2c1CCCC2 (stereo unspecified)	-7%	7%	15	0.4%	18%	-1%	?	-33%	i
Cc1ccc(Cc2c(-c3ccc(F)cc3)nc3cc(C)ccn23)cc1	·	-26%	-11	11%	·	?	·	-37%	28µM*
COc1cc(-c2nnc(SCCOc3cc(C)cc(C)c3)o2)cc(OC)c1OC	0%	-3%	·	-0.5%	14%	-1%	·	-18%	i
O=C(NCC(=O)N1CCCCCCC1)c1ccc(Cl)c(Cl)c1	·	·	16	-0.1%	·	-9%	·	-8%	i
C[C@@H]1ON(C)[C@H]2C[C@H]3c4[nH]c5ccccc5c4CCN3C(=O)[C@@H]12	·	16%	31	3.7%	·	21%	·	1%	i
O=C(Cc1ccc(O)cc1)NC1CCCCCC1	4%	32%[activator]	-2	0.1%	?	10%	17%	-12%	i
COCCCNc1nc2nonc2nc1N1CCC(C(C)N2CCOCC2)CC1 (stereo unspecified)	-1%	-4%	12	-0.6%	0%	-12%	9%	2%	i
Cc1ccc(CCNC(=O)c2cc3sccc3n2Cc2ccc(C)cc2)cc1	-2%	-13%	·	0.1%	-20%	-18%	·	-21%	i
CCNc1nc(NC(C)CC)nc(ON=C(C)C)n1 (stereo unspecified)	-5%	3%[11.3 µM]	2	0.1%	-1%	-1%	-1%	-3%	i
CC1(C(=O)NS(=O)(=O)c2ccc(Cl)cc2)CCN1C(=O)COc1ccc(Cl)cc1 (stereo unspecified)	·	7%	0	0.5%	·	-14%	·	0%	i
COc1cc(NC(=O)C(=O)NCCN2CCNCC2)c(OC)cc1Cl	1%	7%	9	0.3%	0%	-3%	-2%	16%	i
Cc1cc(Nc2ccc(Cl)cc2C)nc(-n2nc(C)cc2C)n1	2%	·	·	1.1%	·	-7%	·	-31%	·
C=CCOC(=O)C1=C(C)NC(SCC(=O)Nc2ccccc2)=C(C#N)C1c1ccco1 (stereo unspecified)	-16%	-7%	-28	-0.3%	-19%	?	13%	-34%	i
Cc1nc2ccc(Cl)cn2c1C(=O)NN	-2%	4%	35	0.5%	11%	9%	8%	-8%	i
C=CCSc1ncccc1C(=O)NCc1ccc(C)cc1	-2%	0%	-3	-0.1%	-1%	?	8%	7%	i
CCc1ccccc1NC(=S)N1N=CCC1c1ccccc1 (stereo unspecified)	6%	11%[11.3 µM]	-14	2.7%	?	16%	-9%	5%	i
Cc1cc(C)n2c(SCc3ccccc3Cl)nnc2n1	11%	9%	-9	2.9%	-6%	-14%	-5%	-10%	i

Profiles, quoted from the list. Screens in order: A549 viability | ATXN2 expr inh | IL1B secr inh | Nrf2 activator | Nrf2 inh | TGFb SMAD3 inh | MCF10A rereplic | HepG2 tox | ATXN viability
Listed for `C=CCSc1ncccc1C(=O)NCc1ccc(C)cc1` → -2% | 0% | -3 | -0.1% | -1% | ? | 8% | 7% | i
Listed for `C[C@@H]1ON(C)[C@H]2C[C@H]3c4[nH]c5ccccc5c4CCN3C(=O)[C@@H]12` → · | 16% | 31 | 3.7% | · | 21% | · | 1% | i
Listed for `Cc1cc(C)n2c(SCc3ccccc3Cl)nnc2n1` → 11% | 9% | -9 | 2.9% | -6% | -14% | -5% | -10% | i
Listed for `O=C(NCC(=O)N1CCCCCCC1)c1ccc(Cl)c(Cl)c1` → · | · | 16 | -0.1% | · | -9% | · | -8% | i

Carrying on:
SMILES	A549 viability	ATXN2 expr inh	IL1B secr inh	Nrf2 activator	Nrf2 inh	TGFb SMAD3 inh	MCF10A rereplic	HepG2 tox	ATXN viability
COCC(=O)OCC(=O)c1cc(C)n(-c2ccc(Br)cc2)c1C	-1%	-15%	0	0.0%	4%	0%	-4%	3%	i
CCN(CC)C(=O)c1sc(N2C(=O)Nc3ccccc3N2O)c(C(=O)OC)c1C	2%	-8%	-15	-0.5%	6%	0%	-4%	-6%	i
CC(NC(=O)C1CC2CCCC(C1)C2=O)c1ccccc1 (stereo unspecified)	2%	9%	22	0.2%	-12%	?	-2%	16%	i
C/C(Cl)=C\Cn1c(O)c(N=NC(N)=S)c2cc(Br)ccc21	-5%	?	98	-3.2%	-2%	?	?	-65%	?
COc1cccc(C(C)NC(=O)C2CCCC2)c1 (stereo unspecified)	16%	·	23	-0.7%	-17%	0%	2%	-2%	i
Cc1ccc(Nc2nc(NCC3CCCO3)nc(N)c2[N+](=O)[O-])cc1C (stereo unspecified)	8%	-1%	0	-0.1%	11%	-6%	0%	-1%	i
CN1CCN(CC(=O)N2N=C(c3cccs3)CC2c2ccco2)CC1 (stereo unspecified)	-4%	-2%	13	0.4%	1%	8%	-2%	0%	i
CCn1c2c(c(=O)n3ncc(C(=O)N4CCN(c5ccc(Cl)cc5)CC4)c13)CN(Cc1ccc(OC)cc1)CC2	-19%	?	·	5.4%	·	?	·	-34%	?
CCn1nnc2cc(C(=O)N3CCC(C(=O)OC)CC3)ccc21	-2%	3%	38	-0.4%	0%	1%	-6%	-13%	i
COc1cc(CN2CCNC(=O)C2CC(=O)N2CCc3ccccc3C2)cc(OC)c1 (stereo unspecified)	13%	·	6	1.0%	2%	-34%	-3%	-15%	i
Cc1occc1-c1nnc(SCC(=O)NCCc2ccccc2)n1Cc1ccccc1	-1%	-10%	?	-0.7%	-1%	-21%	-3%	-5%	i
O=C(NCc1ccc(Cl)cc1)c1cc2ccccn2n1	4%	42%[activator]	68	4.7%	?	-2%	14%	0%	i
COc1cccc(C(=O)N2CCC[C@@H]2C(=O)N2CCC[C@@H]2C(=O)NCc2ccccc2Cl)c1	·	2%	15	-1.1%	·	·	·	·	?
O=C(NCC1(N2CCCCC2)CCCCC1)c1cccc(NS(=O)(=O)c2ccccc2)c1	-6%	1%	-10	2.8%	-6%	26%	11%	-1%	i
Cc1cc(C)c(Cn2c3ccccc3c3cnn(CC(=O)NCCc4ccccc4)c(=O)c32)c(C)c1	7%	11%	·	-0.2%	?	1%	·	-1%	i
CCN(CC)c1ccc(CC(=O)NC(C)Cc2ccccc2)cc1 (stereo unspecified)	-2%	1%	-8	-0.6%	11%	9%	9%	-9%	i
O=c1c(Cc2ccc(Cl)cc2)c(O)ccn1Cc1ccncc1	0%	?	-11	-0.3%	13%	-26%	26%	-17%	i
O=C(NN1C(=O)C2C3CCC(O3)C2C1=O)c1ccc(Cl)cc1 (stereo unspecified)	4%	4%	4	-0.6%	5%	-2%	0%	-24%	i
CC(OC(=O)c1cc(S(=O)(=O)N2CCOCC2)ccc1F)C(=O)NCc1ccc2c(c1)OCO2 (stereo unspecified)	0%	1%	-10	-0.3%	-5%	4%	-1%	1%	i
Cc1cccn2cc(-c3cccc(S(=O)(=O)N4CCCCC4)c3)nc12	-1%	-17%	-14	0.3%	?	-10%	1%	-7%	i
COc1ccc(-c2nnc(SCC(=O)Nc3ccc(Cl)cc3)s2)cc1	19%	8%	·	-2.6%	·	22%	·	-5%	i
CCc1nc(SCc2ccc(C(=O)OC)o2)c2c(=O)n(C)c(=O)n(C)c2n1	-2%	2%	22	4.7%	?	-12%	-1%	3%	?
COc1ccc(-c2csc(C(O)c3cccnc3)n2)cn1 (stereo unspecified)	·	21%	1	3.9%	·	4%	·	0%	i
CCC(CC)NC(=O)C1CCN(S(=O)(=O)c2cccs2)CC1	·	7%	8	0.3%	12%	6%	-1%	4%	i
CCOc1ccccc1CN1CCN(Cc2ccc(C)o2)CC1CCO (stereo unspecified)	0%	·	-1	-0.6%	0%	0%	5%	-8%	i
Cc1nc(Cc2ccc(OC(C)C)cc2)[nH]c(=O)c1CC(=O)O	-1%	-3%	37	1.9%	4%	4%	-5%	-3%	i
Cc1nc(C(F)(F)F)c(C(=O)N/N=C(\N)c2cccnc2)s1	-1%	10%	22	-0.7%	2%	-1%	0%	-3%	i
Cc1ccccc1-n1cc(CNC(=O)CCc2nnc(CCc3ccccc3)o2)cn1	4%	19%	-7	2.7%	?	-14%	14%	7%	i
CCS(=O)(=O)N1CCc2cc(C(=O)NCc3ccccc3)ccc21	12%	7%	·	-1.0%	3%	-1%	·	-26%	i
Cc1c(C(=O)OCC(=O)N2CCCC2)cccc1[N+](=O)[O-]	5%	26%	-19	9.1%	?	30%[activator]	-19%	8%	i
Cc1cc2c(cc1S(=O)(=O)N1CCN(c3ccc(Cl)cc3)CC1)OCCN2C	0%	-8%	-9	2.9%	-20%	-5%	4%	-24%	i
O=C(NC(=O)c1ccc(F)cc1)Nc1ccc(-c2cc(C(F)(F)F)nn2-c2ccccc2)cc1	8%	6%	·	0.1%	-20%	5%	·	-11%	i
O=S(=O)(Cc1ccc(Cl)cc1)Nc1ccc2c(c1)OCO2	-4%	10%	-53*	3.5%	7%	?	2%	-7%	i
CN1CCC(N(C)S(=O)(=O)c2ccc(NC(=O)COc3ccc(F)cc3)cc2)CC1	1%	0%	-11	0.4%	11%	22%	?	-18%	i
CCOc1ccc(N2C(=O)C3Sc4[nH]c(=O)sc4C(c4ccc(OC)c(OC)c4)C3C2=O)cc1 (stereo unspecified)	4%	6%	-4	2.7%	10%	-8%	-1%	-13%	i
